# CDK5 p35 inh = blocks human CDK5/p35 kinase activity | Q00535+Q15078 | Recombinant CDK5/p35, ADP-Glo luminescence, 60 min | inhibition, % at 10 µM | hit rate 0.01% among 330,000 | AID 488839;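 active = highest replicate inhibition of at least 50% and at least 75% of replicates reaching 50%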;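 note: plate controls were DMSO neutral control for no effect and GW8510 at 10 µM for full effect; many of its hits are not listed in these tables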
# AddAB inh = less growth of phage-infected E. coli with AddAB; AID 435030; inhibition, % at 11.9 µM; E. coli expressing H. pylori AddAB, absorbance growth; hit rate 0.29% among 330,000; in the data active = inhibition above about 12%;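 note: 0% = vehicle wells of infected cells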
# Ecoli viability = reduces bacterial viability in AddAB counter-screen | E. coli V3065 growth, OD600 absorbance, 18 h | inhibition, % at 11.9 µM | hit rate 0.27% among 330,000 | AID 449728;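 active = inhibition above the campaign's mean inhibition across all tested compounds plus 3 SD, cut at about 9.9% in these data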;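 note: uninfected addAB+ strain grown without phage in ampicillin broth; 0% = DMSO wells and 100% = ciprofloxacin 0.95 µg/ml wells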
# SUMO Mot1 rescue = SUMOylation pathway inhibition by Mot1-301 growth rescue; S. cerevisiae Mot1-301 growth rescue, ATP luminescence, 38.5C; percent above DMSO median, 100 means doubled; growth rescue, % at 18.8 µM; hit rate 1% among 320,000; AID 2716;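 active = every valid replicate shows activation above 250% relative to neutral control wells; inactive = the rest, any valid replicate at or below 250%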;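 note: OY570 slx delta 5 strain wells were the positive control but not used for scaling; some compounds called inactive have numbers as strong as hits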
# PKA-R2B act = activates the human PKA-R2B holoenzyme complex. PKA-R2B holoenzyme dissociation, Cy5-IP20 fluorescence polarization; R2B truncated from residue 108, S112A mutant; 0% DMSO only, 100% 113 µM cGMP. activation, % at 11.4 µM. hit rate 0.079% among 340,000;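 active = activation above a cutoff set at the mean over all compounds plus 3 SD, cut at about 18% in these data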;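 note: higher means more holoenzyme dissociation and a rise in polarization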
# Target sequence (P31323 whole entry, looked up, other chains not shown, the tested form may be a part): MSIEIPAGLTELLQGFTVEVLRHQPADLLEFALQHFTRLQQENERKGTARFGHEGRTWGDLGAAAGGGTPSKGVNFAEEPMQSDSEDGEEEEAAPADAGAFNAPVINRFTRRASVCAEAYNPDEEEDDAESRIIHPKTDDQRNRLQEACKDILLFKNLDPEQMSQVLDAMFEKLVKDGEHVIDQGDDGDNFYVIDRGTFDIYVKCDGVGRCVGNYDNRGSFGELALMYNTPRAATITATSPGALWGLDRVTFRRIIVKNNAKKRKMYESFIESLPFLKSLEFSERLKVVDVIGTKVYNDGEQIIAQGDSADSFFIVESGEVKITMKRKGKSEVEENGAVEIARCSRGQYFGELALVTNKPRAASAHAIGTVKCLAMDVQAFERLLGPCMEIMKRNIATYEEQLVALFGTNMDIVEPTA
# PKA-R1A activ = activators of PKA-R1A complex; hit rate 0.083% among 340,000; AID 504707; P00514+P68181; PKA-R1A dissociation, Cy5-IP20 fluorescence polarization; scaled: DMSO 0%, 113 µM cGMP 100%; activation, % at 11.4 µM;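 active = percent activation above the mean of all tested compounds plus 3 SD, cut at about 19% in these data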;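 note: higher means more PKAc released from R1A so a rise in polarization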
# HTR5A ag ctr = counter-screen for OPRM1-OPRD1 agonists: human HTR5A agonism; hit rate 0.61% among 340,000; activation, % at 9.3 µM; AID 504692; P47898; HTR5A agonist assay, luminescence, cell-based; in the data active = activation mostly above about 9.5%, no sharp cut-off; inactive = mostly below about 7.6%;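 note: 0% = cells with vehicle only and 100% = reference agonist; strong numbers were not always called active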
# phage Ecoli inh = E. coli growth loss with phage present; growth absorbance; inhibition, % at 11.9 µM; hit rate 0.26% among 360,000; in the data active = inhibition above about 11%
# Tat export inh = blocks Tat-dependent protein export in E. coli. AID 488895. inhibition, % at 10 µM. E. coli MC4100 TorA-mCherry Tat export, fluorescence. hit rate 0.036% among 340,000;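 active = mean replicate inhibition at least 50% and at least half of replicates individually reaching 50%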;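 note: exported cargo escapes ClpAP degradation while cytoplasmic cargo is degraded and loses fluorescence; 0% = median of neutral control wells and 100% = median of NaSCN control wells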
# DAGLB inh = blocks human DAGLB lipase activity; HEK293T DAGLB membrane lysate, EnzChek fluorogenic substrate; inhibition, % at 5.17 µM; hit rate 0.059% among 340,000; AID 504411; Q8NCG7; in the data active = inhibition above about 34%;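 note: 0% = enzyme with vehicle and 100% = wells lacking enzyme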
# Target sequence (Q8NCG7 whole entry, looked up): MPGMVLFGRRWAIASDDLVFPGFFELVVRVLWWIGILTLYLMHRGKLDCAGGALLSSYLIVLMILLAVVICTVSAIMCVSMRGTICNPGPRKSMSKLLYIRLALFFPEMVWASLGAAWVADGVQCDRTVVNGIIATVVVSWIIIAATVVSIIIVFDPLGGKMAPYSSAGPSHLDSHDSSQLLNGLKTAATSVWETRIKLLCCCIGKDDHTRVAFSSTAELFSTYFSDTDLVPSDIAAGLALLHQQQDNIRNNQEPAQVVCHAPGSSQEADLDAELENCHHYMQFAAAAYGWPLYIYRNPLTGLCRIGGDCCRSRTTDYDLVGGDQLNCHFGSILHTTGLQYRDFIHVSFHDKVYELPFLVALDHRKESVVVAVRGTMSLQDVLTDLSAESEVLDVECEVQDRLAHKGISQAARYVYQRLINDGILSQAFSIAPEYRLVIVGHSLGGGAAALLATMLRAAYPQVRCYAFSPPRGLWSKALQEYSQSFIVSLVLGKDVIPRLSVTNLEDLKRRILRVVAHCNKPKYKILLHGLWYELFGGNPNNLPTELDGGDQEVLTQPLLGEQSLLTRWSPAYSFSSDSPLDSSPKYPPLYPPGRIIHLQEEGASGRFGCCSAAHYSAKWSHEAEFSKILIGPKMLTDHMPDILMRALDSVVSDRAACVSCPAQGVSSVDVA
# HTR5A inv ctr = HTR5A inverse agonism, opioid heterodimer counter-screen; P47898; HTR5A cell line, luminescence; inhibition, % at 9.3 µM; hit rate 0.083% among 340,000; AID 504634; in the data active = inhibition mostly above about 23%, no sharp cut-off; inactive = mostly below about 18%;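 note: 0% = cells with DMSO and 100% = no-cell wells with DMSO; some compounds called inactive have numbers as strong as hits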
# * hit, by the source's call; x = not tested or not shown.
SMILES,CDK5 p35 inh,AddAB inh,Ecoli viability,SUMO Mot1 rescue,PKA-R2B act,PKA-R1A activ,HTR5A ag ctr,phage Ecoli inh,Tat export inh,DAGLB inh,HTR5A inv ctr
Oc1ccc(/C=N/n2c(C3CCCCC3)n[nH]c2=S)c(O)c1,5.5,-0.3,-0.6,-3,8,1,5,0.5,6,2,-17
Cc1ccc(C)c(N/C=C(\C#N)c2nc3ccccc3o2)c1,2.9,2.4,-0.2,-1,-4,2,-1,-0.1,3,-2,3
CCCOc1ccc(/C(O)=C2/C(=O)C(=O)N(CCCn3ccnc3)C2c2ccco2)cc1 (stereo unspecified),1.5,-2.1,-2.0,-28,3,-2,0,2.9,-9,-3,-25
Cc1noc(NS(=O)(=O)c2ccc(NC(=O)C34CC5CC(C3)CC(n3cnc(Br)n3)(C5)C4)cc2)c1C,-0.3,4.3,0.4,-24,0,-1,0,3.0,-4,3,0
COc1ccc(CN(C)C(=O)c2ccc(NS(=O)(=O)c3ccc4[nH]c(=O)[nH]c4c3)cc2)c(OC)c1OC,-7.7,0.0,-2.3,29,-5,-10,-5,0.0,-2,0,18
C=CC(COCc1ccccc1)N([C@@H](Cc1ccccc1)C(=O)OC)S(=O)(=O)c1ccccc1Br (stereo partly specified),-1.1,1.1,-1.0,2,4,6,5,1.6,-21,-22,-15
CCOC(=O)c1ccc(Nc2nnc(C)c3ccccc23)cc1,0.9,-0.1,0.7,-1,-10,-3,-2,-0.1,-1,1,2
COc1ccc(S(=O)(=O)N2CCC3(CC2)OCCO3)cc1,-1.7,5.6,0.7,457,1,-1,0,2.1,-3,-1,-5
CCC1=[N+](CC(=O)c2ccc(C)cc2)CCn2cccc21,0.6,0.9,-1.3,5,2,-4,-1,4.6,-1,4,4
Cc1ccc2nc(C)c(C(=O)NN=C3CCN(C)CC3)n2c1,0.1,0.0,-0.4,-10,-14,7,0,1.8,4,-1,-10
COc1cc(-c2noc(CCCC(=O)NC3CCCCC3)n2)cc(OC)c1OC,1.5,-0.5,0.6,x,-6,-7,1,0.7,1,2,0
CC12CC(NC(=O)N1c1cccc(C(=O)NCc3ccc4c(c3)OCO4)c1)c1cc(Cl)ccc1O2 (stereo unspecified),-0.2,-1.0,-0.9,1,2,1,1,1.1,-2,-2,-12

# Complete entries, quoted from the list. Order of screens: CDK5 p35 inh | AddAB inh | Ecoli viability | SUMO Mot1 rescue | PKA-R2B act | PKA-R1A activ | HTR5A ag ctr | phage Ecoli inh | Tat export inh | DAGLB inh | HTR5A inv ctr
# `Cc1ccc(C)c(N/C=C(\C#N)c2nc3ccccc3o2)c1` across the screens: 2.9 | 2.4 | -0.2 | -1 | -4 | 2 | -1 | -0.1 | 3 | -2 | 3
# `CCCOc1ccc(/C(O)=C2/C(=O)C(=O)N(CCCn3ccnc3)C2c2ccco2)cc1` (stereo unspecified) across the screens: 1.5 | -2.1 | -2.0 | -28 | 3 | -2 | 0 | 2.9 | -9 | -3 | -25

# Further compounds follow:
SMILES,CDK5 p35 inh,AddAB inh,Ecoli viability,SUMO Mot1 rescue,PKA-R2B act,PKA-R1A activ,HTR5A ag ctr,phage Ecoli inh,Tat export inh,DAGLB inh,HTR5A inv ctr
CN1CCN(CCCCOc2cccc3ccccc23)CC1,0.0,-1.1,-3.8,5,-1,1,1,-0.2,-3,0,-3
Cn1c(SCC(=O)N2CCN(Cc3ccccc3)CC2)nnc1-c1ccncc1,0.7,2.0,0.5,167,-12,4,6,2.3,-20,0,-2
Cc1nn(C)cc1/C=N/NC(=O)c1sc2ccccc2c1Cl,0.7,-1.5,-0.8,-9,0,-14,6,1.8,-1,-2,1
O=C(COc1c(F)c(F)cc(F)c1F)NNC(=O)CC1CCS(=O)(=O)C1 (stereo unspecified),0.7,0.7,0.4,-5,2,-2,1,2.4,-2,0,-2
O=C(NCc1ccccc1F)C1CCCN(c2cnccn2)C1 (stereo unspecified),1.4,1.2,0.7,15,-11,-5,5,0.0,-6,0,-14
O=C(NCC1CCCO1)c1ccc([N+](=O)[O-])o1 (stereo unspecified),-0.1,x,x,14,12,-15,6,9.3,-9,1,-13
c1ccc2[nH]c(CN3CCCCCC3)nc2c1,0.7,-0.4,-1.2,13,-2,-8,1,6.5,3,-3,-5
CCc1ccc(CNC(=O)CCCn2c(=O)c3cccn3c3cccnc32)cc1,0.1,1.1,0.2,0,2,-10,3,-1.9,-4,-2,-13
COC(=O)c1sccc1-n1cccc1C(=O)C(=O)N1CCCCC1,0.3,-2.1,2.8,-21,-9,7,3,3.2,2,0,22
O=c1nc(-c2ccccc2)c2cc(Br)ccc2[nH]1,2.9,2.5,-1.7,120,4,-6,2,0.1,10,-2,-9
CON1C(=O)CN(C(C)=O)C1c1ccc(Cl)cc1Cl (stereo unspecified),-0.1,x,x,x,-7,0,12,-0.3,-2,-5,-5
O=C(Nc1ccc2c(c1)CCC2)c1ccc(F)cc1,x,1.5,3.0,-5,4,-11,5,2.8,-3,-8,-10
O=C(Nc1ccccc1N1CCCC1)c1ccc(N2CCCC2=O)cc1,0.5,-0.9,-0.5,-3,-6,-3,3,1.4,-7,0,-7
COc1ccc(-n2c(C)nc3c(cnn3-c3ccc(C)c(C)c3)c2=O)cc1,-0.6,0.9,1.8,-1,2,0,7,1.9,9,-2,-18
c1ccc2[nH]c(SCCN3CCOCC3)nc2c1,-2.6,2.6,-0.1,-12,-8,-5,-3,0.6,1,1,8
Cn1cnc2c1c(=O)n(Cc1cccc(F)c1)c(=O)n2C,-0.9,-1.8,-0.8,4,-7,-2,-2,1.1,-2,1,6
Nc1ncnc2[nH]c(=S)[nH]c12,1.9,x,x,x,-9,-1,-2,4.1,-7,-2,9
COc1cc(/C=C/C(=O)O)cc(S(=O)(=O)Nc2ccc3[nH]c(=O)[nH]c3c2)c1OC,1.4,-0.6,0.7,-15,-1,4,0,1.5,6,-1,-8
COc1ccc2cnn(-c3ccc(OC(F)(F)F)cc3)c(=O)c2c1OC,-0.3,0.6,0.1,-18,-8,-5,1,-2.6,2,1,26
CCOC(=O)C1CCN(CC(=O)Nc2ccc(S(=O)(=O)N3CCC(C)CC3)cc2)CC1,-0.7,1.1,1.0,13,2,-2,9,-2.3,11,-2,-35
COc1cc(/C=C2/SC(=O)N(Cc3ccccc3)C2=O)ccc1OCc1ccncc1,-0.8,2.9,0.3,-1,-6,5,2,0.9,-7,-4,-7
Cc1cc(OCC(=O)N(Cc2ccccc2)C2CCS(=O)(=O)C2)ccc1Cl (stereo unspecified),x,-0.3,-1.7,-12,-2,5,-2,0.5,8,-3,-8
O=C(NC(=O)c1cccc(OC(F)(F)C(F)F)c1)OC1CCS(=O)(=O)C1 (stereo unspecified),1.1,0.5,3.2,-5,2,-7,-1,2.7,5,4,-1
Cc1c(C(=O)NC2CCCc3ccccc32)cccc1[N+](=O)[O-] (stereo unspecified),-0.1,3.5,-0.8,4,8,23*,5,0.4,3,-4,1
O=C(CSc1ccc2nnc(-c3ccncc3)n2n1)NCC1CCCO1 (stereo unspecified),0.6,2.5,1.2,-11,-2,5,4,1.8,17,-5,-11
CC(C)n1cnnc1SCC(=O)Nc1cccc(S(=O)(=O)N(C)c2ccccc2)c1,-0.6,2.5,-1.6,6,10,5,7,-0.7,-1,0,-3
COc1ccc(NS(=O)(=O)c2cccc(C(=O)NNC(=O)c3ccc(NC(C)=O)cc3)c2)cc1,1.7,5.2,2.1,201,-3,0,3,2.2,-1,-2,-7
O=C(Nc1cccc2ccccc12)c1nn(C23CC4CC(CC(C4)C2)C3)cc1[N+](=O)[O-],-0.2,2.4,0.4,-4,-8,0,4,2.7,0,-10,-15
COc1cc(C2NCCC(=O)C2(C)C)cc(OC)c1OC (stereo unspecified),0.0,-2.0,-0.1,-2,5,-14,1,3.9,-5,-1,-3
CCOc1ccc(-n2c(C)cc(C(=O)CCl)c2C)cc1,-0.8,-1.0,-0.6,-1,-1,-11,7,3.1,-8,0,-18
CCC(=O)N(Cc1cc2cc(OC)ccc2[nH]c1=O)c1cccc(C)c1,-1.7,0.2,-3.9,-10,0,-2,-1,2.8,-4,3,-34
O=C(C1CCCN1S(=O)(=O)c1ccc(Cl)cc1)N1CCCCC1 (stereo unspecified),0.4,-0.1,1.6,-6,4,-6,3,-0.2,8,-4,-8
Cc1cccc(-c2ccc3c(c2)C2CC3CCN2C(=O)OCc2ccccc2)c1 (stereo unspecified),-2.1,x,x,x,-7,-4,-1,1.2,11,-13,4
Cc1ccc(C(=O)NCC2(c3ccccc3)CCCC2)cc1,0.7,4.4,0.0,111,-9,-2,-4,1.4,8,-5,9
O=c1[nH]c(=O)c2nc3c4ccccc4c4ccccc4c3nc2[nH]1,-0.1,4.5,3.0,-3,4,-4,8,3.9,-7,-1,-20
CC(C)(C)C1(O)CC(C(F)(F)F)=NN1C(=O)CCc1ccccc1 (stereo unspecified),1.9,0.7,-0.7,8,-2,-3,1,1.0,-2,-5,9
CSc1nsc(SC)c1C(=O)Nc1ccc(C(C)(C)C)cc1,0.2,0.9,-0.2,-4,3,-4,-2,0.1,-4,-7,6
CN(C)C(=O)CSc1nnc(CCCCCNC(=O)OC(C)(C)C)o1,0.2,1.4,0.8,200,-2,-2,-4,4.7,1,2,-2
O=S(=O)(Nc1cccc(CCc2ccccn2)c1)c1ccc(Cl)cc1,-0.6,3.7,2.0,-10,0,-3,-4,1.5,4,-1,0
COc1ccc(S(=O)(=O)Nc2ccc(F)c(Cl)c2)cc1OC,-3.8,3.2,1.2,16,-15,-1,7,1.7,-4,-8,-19
COC(=O)c1ccc(OC(=O)CCS(=O)(=O)c2ccc(C)cc2)cc1,1.1,0.2,-1.5,6,-4,5,-4,2.1,-8,1,-2
CCOC(=O)c1cccc(N2C(=O)C3C(C2=O)C2C=CC3C23CC3)c1 (stereo unspecified),1.0,-0.8,2.6,217,8,-5,8,2.2,1,-1,-21
CC(C)CN(C(=O)c1cc([N+](=O)[O-])cc([N+](=O)[O-])c1)C1CCS(=O)(=O)C1 (stereo unspecified),0.7,1.3,1.3,-6,-6,0,0,0.1,-3,2,1
O=C(C(Cc1ccc(Cl)cc1)NS(=O)(=O)c1ccccc1)N1CC[C@@]2(O)CCCC[C@H]2C1 (stereo partly specified),1.6,0.0,2.5,-14,0,-4,2,3.4,0,5,-8
CC1CCCC(C)N1C(=O)CN1C(=O)c2ccccc2S1(=O)=O (stereo unspecified),-8.5,0.2,-1.7,x,-11,-9,0,-0.5,-3,3,-1
COCCN(C(=O)COC(=O)c1ccc(C=O)cc1)c1c(N)n(Cc2ccccc2)c(=O)[nH]c1=O,2.0,3.4,0.3,3,8,6,3,1.6,2,-1,-2
O=C(COc1ccccc1Cl)c1ccc2c(c1)CCCC2,1.2,0.0,0.7,318,-9,-5,0,-0.2,-15,-14,-16
Cc1cc(C)c(C)c(OCC(=O)NCC2CCCO2)c1 (stereo unspecified),-0.8,-0.8,-2.1,-21,-1,-6,-4,1.4,1,-1,-9
COC(=O)[C@H](CCSC)NC(=O)NCCC1=CCCCC1,0.6,-3.5,-2.3,-3,8,16,-1,1.9,-10,1,-9
CCN1CCN(C(C(=O)NC2CCCC2)c2ccc(Cl)cc2)CC1 (stereo unspecified),0.0,-0.2,0.0,-2,1,-4,7,1.8,-1,-1,-21
CCCCn1nnc(NC(=S)NC(=O)c2ccc(-c3cccc(Cl)c3Cl)o2)n1,0.1,-3.2,-1.9,3,3,10,4,x,-2,-12,23
